OXTR potentiator – human OXTR potentiation. P30559. CHO-OTR cells, Fluo-8 calcium fluorescence, potentiator mode; 0% = oxytocin EC15, 100% = EC100. activation, % at 3 µM. actives 0.061% (n = 320,000). AID 2445;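 active = activation above that plate's cutoff, the mean activation of tested compounds plus 3 SD, cut at about 6.6% in these data, passing the limit was not always enough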;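 also: 100% uses oxytocin at 75 nM as the full agonist control; some results filed as inactive read as strong as hits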
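Material: human OTR in CHO cells. Compound: 3.0 µM, one dose. Timing: compound 6 min at room temperature before oxytocin, 100 s read. Evaluation: % activation of max/min ratio relative to oxytocin controls. Replication: single well per compound, singlicate. Signal: Fluo-8 calcium dye fluorescence.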
NALP1 yeast inh – blocks the NALP1 inflammasome reconstituted in yeast. inhibition, % at 10 µM. S. cerevisiae NALP1/ASC/caspase-1 growth, X-gal OD620, 72 h. AID 2071. actives 0.61% (n = 280,000); in the data active = inhibition mostly above about 24%, no sharp cut-off; inactive = mostly below about 32%; also: some compounds called inactive have numbers as strong as hits
GalR3 antag – human GalR3 antagonism; O60755; HEK293 GalR3-CNG cAMP membrane potential fluorescence; galR3 body fused to GalR1 C-terminus; inhibition, % at 3 µM; actives 0.44% (n = 360,000); AID 651719;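 active = inhibition above the screen-wide average plus 3 SD, cut at about 13% in these data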;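 also: forskolin and galanin both at EC90 stimulate the cells; cAMP rise reported by CNG channel membrane potential dye signal; 0% = forskolin plus galanin with DMSO and 100% = forskolin alone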
Target sequence (O60755 1-299 limits assumed): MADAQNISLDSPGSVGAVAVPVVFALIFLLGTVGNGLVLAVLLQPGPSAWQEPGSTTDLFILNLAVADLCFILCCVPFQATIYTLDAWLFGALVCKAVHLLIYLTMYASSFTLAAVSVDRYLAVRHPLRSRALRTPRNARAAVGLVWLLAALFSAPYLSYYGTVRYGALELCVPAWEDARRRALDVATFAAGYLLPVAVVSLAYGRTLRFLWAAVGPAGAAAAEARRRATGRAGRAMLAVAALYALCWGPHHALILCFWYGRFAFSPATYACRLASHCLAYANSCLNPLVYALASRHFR
V1R ag counter – activates human V1a receptor in oxytocin agonist counter-screen; CHO-V1R cells, Fluo-8 calcium fluorescence, agonist mode; 0% DMSO, 100% 3 nM vasopressin; activation, % at 3 µM; actives 0.25% (n = 320,000);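 active = activation above the mean activation of all tested compounds plus 3 SD, per screening run, cut at about 20% in these data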;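 also: signal is peak over basal fluorescence ratio across a 100 second FLIPR read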
Target sequence (P37288 whole entry, looked up): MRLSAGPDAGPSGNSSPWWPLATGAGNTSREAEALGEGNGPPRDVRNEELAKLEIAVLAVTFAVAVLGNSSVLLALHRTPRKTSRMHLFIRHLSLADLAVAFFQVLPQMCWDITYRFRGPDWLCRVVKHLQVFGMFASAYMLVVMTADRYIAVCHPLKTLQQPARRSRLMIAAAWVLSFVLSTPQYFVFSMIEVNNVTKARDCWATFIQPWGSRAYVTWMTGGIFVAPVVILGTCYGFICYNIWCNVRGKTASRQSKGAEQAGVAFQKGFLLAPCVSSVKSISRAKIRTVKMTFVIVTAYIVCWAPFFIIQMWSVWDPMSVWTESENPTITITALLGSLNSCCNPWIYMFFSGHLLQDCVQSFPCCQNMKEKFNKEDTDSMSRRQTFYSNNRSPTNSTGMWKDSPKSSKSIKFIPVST
MEKK2 mut-MEK5 – signal of MEK5 binding to mutant human MEKK2 PB1 domain; bead flow cytometry, Alexa488-MEK5 binding to MEKK2 mutant; percent response, % at 10 µM; actives 0.35% (n = 290,000); in the data active = percent response above about 24%, passing the limit was not always enough; also: inactives centre near 1; some results filed as inactive read as strong as hits
GPR7 antagonist – antagonists of human GPR7 (neuropeptides B/W receptor 1). P48145. GPR7-expressing cells, fluorescence antagonist assay. inhibition, % at 4.4 µM. actives 1.1% (n = 290,000). AID 1861; in the data active = inhibition above about 16%, passing the limit was not always enough;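 also: cells stimulated with the agonist NPW; 0% = agonist with vehicle and 100% = vehicle without agonist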
Target sequence (P48145 whole entry, looked up): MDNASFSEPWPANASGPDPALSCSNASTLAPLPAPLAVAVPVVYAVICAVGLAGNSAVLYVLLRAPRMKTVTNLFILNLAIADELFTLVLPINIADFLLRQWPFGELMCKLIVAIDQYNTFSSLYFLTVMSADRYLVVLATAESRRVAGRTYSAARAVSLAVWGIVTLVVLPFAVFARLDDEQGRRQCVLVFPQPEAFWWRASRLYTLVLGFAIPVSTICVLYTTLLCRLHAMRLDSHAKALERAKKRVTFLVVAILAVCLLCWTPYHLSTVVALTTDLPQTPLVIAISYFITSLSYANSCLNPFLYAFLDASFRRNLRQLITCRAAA
MEKK2 WT-MEK5 – raises or lowers MEK5 binding to wildtype human MEKK2 PB1 domain | actives 1.1% (n = 290,000) | bead flow cytometry, Alexa488-MEK5 binding to MEKK2 WT; actives lie on both sides | binding response (% of control), % at 10 µM | Q9Y2U5; in the data active = binding response below about 67% or above about 130%
OXTR ag – agonists of human oxytocin receptor. CHO-OTR cells, Fluo-8 calcium fluorescence; normalized: DMSO 0%, oxytocin 100%. activation, % at 3 µM. actives 0.32% (n = 320,000). AID 2435;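 active = activation above the mean of all tested compounds plus 3 SD, cutoff set per screening run, cut at about 20% in these data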;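 also: peak over basal fluorescence ratio from a 100 s FLIPR kinetic read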
PfM18AAP inh – blocks P. falciparum M18 aspartyl aminopeptidase | inhibition, % at 7.35 µM | recombinant PfM18AAP, H-Glu-NHMec fluorogenic cleavage | actives 1.2% (n = 290,000) | AID 1822;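 active = inhibition above the campaign mean inhibition over all tested compounds plus 3 SD, cut at about 28% in these data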;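 also: 0% = plate median of test compound wells and 100% = 2 mM ZnCl2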
Active calls of the source: *; nt = no result given.

1	Cc1cc(Cl)ccc1OCC(=O)N(Cc1cccs1)C1CCS(=O)(=O)C1 (configuration not stated)
2	COc1ccc(C(=O)N2CCN(c3ccc([N+](=O)[O-])c(NCCc4ccc(OC)c(OC)c4)c3)CC2)cc1
3	O=C(CN1C(=O)C2C3C=CC(C3)C2C1=O)Nc1ccc2nccnc2c1 (configuration not stated)
4	COc1ccc(S(=O)(=O)Nc2cc(C(=O)NCCCOC(C)C)ccc2N2CCOCC2)cc1
5	O=C(NCc1ccc2c(c1)OCO2)c1ccc(CSCc2ccc(Cl)cc2)o1
6	Cc1cc(OCCNCCO)cc(C)c1Cl
7	Cc1ccc(S(=O)(=O)NCc2c(-c3ccccc3)noc2C)cc1
8	CCN=C1SC(CC(=O)NC(C)C)C(=O)N1CC (configuration not stated)
9	Cc1sc2ncnc(N)c2c1C
10	Cc1ccccc1CC(=O)Nc1sc(C(C)C)cc1C(=O)N1CCOCC1

Screen / compound no.,1,2,3,4,5,6,7,8,9,10
GalR3 antag,-11,24*,-2,-13,-5,-5,-4,-5,-6,-1
OXTR potentiator,-10,-3,-2,-13,0,-8,-6,-4,3,-6
V1R ag counter,3.6,4.0,0.4,-0.5,-0.6,3.5,0.4,-0.4,0.4,0.2
MEKK2 mut-MEK5,3,-1,3,4,0,0,-13,5,-18,-2
PfM18AAP inh,1,1,3,5,1,-3,-15,-8,-14,2
OXTR ag,3.1,3.6,-0.3,-0.7,0.1,5.6,-1.5,-0.8,1.3,-1.3
MEKK2 WT-MEK5,100,98,110,102,104,103,91,105,75,100
NALP1 yeast inh,2,22,-5,-14,33,11,27,-9,26,2
GPR7 antagonist,-1,-1,-12,-10,2,-9,7,-5,-3,-12

11	Cc1ccc(C(=O)N2CCn3c(C)ccc3C2C)cc1 (configuration not stated)
12	COC(=O)Cn1c2ccc(Cl)cc2c2nc(C)sc21
13	COc1ccc(N2CCN(C(=O)NCc3ccc(C)cc3)CC2)cc1
14	CC(C)CC1(C(=O)NCCN2CCOCC2)C=CCN1C(=O)c1ccccc1 (configuration not stated)
15	COc1ccccc1NC(=O)NCc1ccco1
16	O=C(Nc1ccc(Oc2ccc(Cl)cc2)c(Cl)c1)c1cc(I)cc(I)c1O
17	CCc1ccc(CCC(=O)Nc2ccc(C)c(C)c2)o1
18	c1ccc2c(c1)OCc1cn[nH]c1-2
19	C/C(N)=C(/C#N)C(=O)COc1ccc(Cl)cc1Cl
20	COc1ccc(NC(=O)c2ccc3c(=O)n4c(nc3c2)CCCCC4)cc1

Screen / compound no.,11,12,13,14,15,16,17,18,19,20
GalR3 antag,0,-3,-10,-4,-5,0,-5,-1,-3,-7
OXTR potentiator,-11,-2,-10,-3,1,-6,4,-2,-18,-9
V1R ag counter,-1.0,-0.3,6.2,-0.2,0.6,-0.4,-1.2,-0.3,0.6,4.0
MEKK2 mut-MEK5,-10,-4,-3,3,-9,3,6,-16,-2,1
PfM18AAP inh,-1,2,7,1,5,4,-7,-7,-5,1
OXTR ag,-0.7,-0.6,2.5,-1.9,0.1,0.1,-1.9,1.4,2.0,3.2
MEKK2 WT-MEK5,84,96,95,108,100,100,107,99,99,99
NALP1 yeast inh,22,-2,9,36,-1,29,12,nt,-9,25
GPR7 antagonist,-3,-16,9,-20,-22,-2,3,1,-10,2

21	Cc1ccc(NC(=O)CN2C(=O)NC3(CCCCCC3)C2=O)cc1Cl
22	COc1ccc(/C=C/C(=O)OCC(=O)c2ccc3c(c2)NC(=O)CO3)cc1
23	COc1ccccc1-n1c(=O)[nH]c2c(C(N)=O)nc(CC(C)C)nc21
24	Cc1oc(-c2cc(F)cc(F)c2)nc1CN1CCN(C(=O)c2ccco2)CC1
25	COc1ccc(-c2[nH]c(-c3cccc(OC)c3)nc2SCC(=O)NC2CCCC2)cc1
26	CCN(Cc1ccncc1)C(=O)c1cc(COc2ccc(C)c(C)c2)on1
27	CN(CC(=O)Nc1ccc(F)cc1)C(=O)C1CCCC1
28	COc1ccc(CCC(=O)N(C)CC(=O)Nc2cc(C)ccc2C)cc1
29	CC(C)N(CCCNC(=O)Cn1c(=O)c2cccn2c2ccc(F)cc21)Cc1ccccc1
30	CCOc1ccccc1CNC(=O)c1ccc(Sc2ccc(Cl)cc2)c(NC(C)=O)c1

Screen / compound no.,21,22,23,24,25,26,27,28,29,30
GalR3 antag,-5,-5,1,-2,nt,-1,-3,2,-1,-6
OXTR potentiator,-8,-7,-1,-7,1,-13,8,-6,1,-3
V1R ag counter,0.1,1.1,0.6,9.1,-1.7,6.7,-0.3,-0.4,0.0,1.7
MEKK2 mut-MEK5,nt,-4,-5,-6,6,5,nt,1,3,-1
PfM18AAP inh,nt,-8,6,-3,8,-4,nt,-3,2,-1
OXTR ag,-0.7,-0.2,0.1,0.5,-2.5,4.7,1.4,-1.0,-0.2,-1.1
MEKK2 WT-MEK5,nt,96,97,96,91,108,nt,103,111,102
NALP1 yeast inh,nt,3,14,9,34,19,nt,16,28,37
GPR7 antagonist,nt,-15,-6,-8,-1,-7,nt,-12,-17,-7

31	CCn1c(SCC(=O)NCCc2ccccc2)nc2c(c1=O)SC(C)C2 (configuration not stated)
32	CCOC(=O)c1c(NC(=O)Cn2cc([N+](=O)[O-])cn2)sc2c1CCC2
33	CCOc1cc(C(=O)Nc2ccccc2N2CCOCC2)ccc1OCC(=O)N1CCCCC1
34	O=C(Nc1sc2c(c1C(=O)O)CCC2)c1cccs1
35	CCOC(=O)COc1ccc2ccccc2c1/C=C/[N+](=O)[O-]
36	CCOc1ccc(N(CC(=O)Nc2ccc(C)cc2)S(=O)(=O)c2c(C)noc2C)cc1
37	Cc1ccc(S(=O)(=O)c2nc(-c3ccccc3)oc2NCCCN2CCOCC2)cc1
38	CCOC(=O)c1cc(-c2ccc(F)cc2)n(CC(=O)Nc2nccs2)c1C
39	C=CCn1c(SCc2ccccc2)nnc1-c1cccnc1
40	CC(C)(C)n1nc2c(c1NC(=O)COc1ccc(F)cc1)CS(=O)(=O)C2

Screen / compound no.,31,32,33,34,35,36,37,38,39,40
GalR3 antag,nt,-8,-2,2,4,-1,9,0,2,0
OXTR potentiator,3,1,-9,6,2,-7,nt,-8,-9,-4
V1R ag counter,-0.1,-0.4,0.3,-1.3,1.0,-0.2,nt,2.3,0.1,0.2
MEKK2 mut-MEK5,14,-16,-1,nt,-1,2,4,8,-5,10
PfM18AAP inh,-2,8,-13,-10,37*,-14,-1,-9,1,5
OXTR ag,-0.4,-1.4,3.8,-2.4,0.3,-0.8,nt,1.8,-0.1,-0.4
MEKK2 WT-MEK5,113,77,93,nt,95,95,107,104,90,115
NALP1 yeast inh,11,27,13,4,79*,-6,-4,nt,-3,8
GPR7 antagonist,-5,-8,-4,-6,5,-13,-4,3,-10,-19

41	Clc1ccc(CN2CCN(c3ncnc4scc(-c5cccs5)c34)CC2)cc1
42	CC1(C)CC(=O)C2=C(C1)Nc1ccccc1NC2c1ccc2c(c1)OCO2 (configuration not stated)
43	O=C(O)/C=C1\NC(=O)c2ccccc21
44	COc1ccc(Nc2nnc(-c3ccc(C(N)=O)cc3)c3ccccc23)cc1
45	O=C(CSc1ncnc2ccccc12)Nc1cccc(S(=O)(=O)N2CCCC2)c1
46	O=C(NCc1ccco1)c1ccc([N+](=O)[O-])cc1Cl
47	Cc1ccc(-n2ncc3c2CC(C)(C)CC3NC(=O)CN2CCCC2=O)cc1 (configuration not stated)
48	O=C(Cc1ccc(Cl)cc1)Nc1ncc([N+](=O)[O-])s1
49	Cc1ccc(-c2nc(N)s[n+]2-c2ccccc2)cc1
50	COc1ccc(/C=C2\SC(=S)N(CCCC(=O)NNC(=O)c3ccccc3O)C2=O)cc1

Screen / compound no.,41,42,43,44,45,46,47,48,49,50
GalR3 antag,-7,-4,-5,-6,-7,-8,2,-2,-7,-1
OXTR potentiator,0,-3,-7,-8,-34,1,-4,nt,0,-10
V1R ag counter,-0.5,2.2,0.2,-1.0,9.7,0.2,-0.4,nt,-0.8,0.3
MEKK2 mut-MEK5,2,0,7,12,-7,14,0,-3,-2,-9
PfM18AAP inh,7,-2,-9,-3,-1,4,2,5,1,1
OXTR ag,-1.5,-0.4,0.5,1.4,11,0.5,-1.2,nt,-1.2,0.2
MEKK2 WT-MEK5,114,96,107,109,95,118,100,91,96,96
NALP1 yeast inh,7,16,14,-6,-11,9,14,-8,12,5
GPR7 antagonist,10,-9,-9,34*,3,-3,-4,8,0,5

Single records (already shown). Order of values: GalR3 antag | OXTR potentiator | V1R ag counter | MEKK2 mut-MEK5 | PfM18AAP inh | OXTR ag | MEKK2 WT-MEK5 | NALP1 yeast inh | GPR7 antagonist
Shown for Cc1cc(OCCNCCO)cc(C)c1Cl = -5 | -8 | 3.5 | 0 | -3 | 5.6 | 103 | 11 | -9
Shown for COc1ccc(NC(=O)c2ccc3c(=O)n4c(nc3c2)CCCCC4)cc1 = -7 | -9 | 4.0 | 1 | 1 | 3.2 | 99 | 25 | 2
Shown for COC(=O)Cn1c2ccc(Cl)cc2c2nc(C)sc21 = -3 | -2 | -0.3 | -4 | 2 | -0.6 | 96 | -2 | -16
Shown for O=C(Nc1ccc(Oc2ccc(Cl)cc2)c(Cl)c1)c1cc(I)cc(I)c1O = 0 | -6 | -0.4 | 3 | 4 | 0.1 | 100 | 29 | -2
Shown for C/C(N)=C(/C#N)C(=O)COc1ccc(Cl)cc1Cl = -3 | -18 | 0.6 | -2 | -5 | 2.0 | 99 | -9 | -10

Shown as labelled records: 2 of the compounds above.
7: Cc1ccc(S(=O)(=O)NCc2c(-c3ccccc3)noc2C)cc1
  GalR3 antag: -4; OXTR potentiator: -6; V1R ag counter: 0.4; MEKK2 mut-MEK5: -13; PfM18AAP inh: -15; OXTR ag: -1.5; MEKK2 WT-MEK5: 91; NALP1 yeast inh: 27; GPR7 antagonist: 7
8: CCN=C1SC(CC(=O)NC(C)C)C(=O)N1CC (configuration not stated)
  GalR3 antag: -5; OXTR potentiator: -4; V1R ag counter: -0.4; MEKK2 mut-MEK5: 5; PfM18AAP inh: -8; OXTR ag: -0.8; MEKK2 WT-MEK5: 105; NALP1 yeast inh: -9; GPR7 antagonist: -5

Other structures:
51	COc1ccc(/C=C/C(=O)NCC(=O)n2nc(C)cc2C)cc1
52	COc1ccc(C(=O)CC(=O)C(=O)Nc2cccc(C(C)=O)c2)cc1
53	CCc1nnc(NC(=O)C2Cc3ccccc3CN2S(=O)(=O)CC)s1 (configuration not stated)
54	CCOc1ccc2oc(C(=O)N3CCCN(C)CC3)c(C)c2c1
55	CC1=NN(C(=O)CCCc2ccccc2)C(O)(C(F)(F)F)C1 (configuration not stated)

Screen / compound no.,51,52,53,54,55
GalR3 antag,-2,-9,-1,-8,-5
OXTR potentiator,-4,-2,-5,-2,-1
V1R ag counter,0.6,0.7,0.6,1.9,0.4
MEKK2 mut-MEK5,-19,8,-2,nt,5
PfM18AAP inh,-8,5,-2,nt,6
OXTR ag,-1.0,-0.2,-0.5,1.9,-1.1
MEKK2 WT-MEK5,86,104,99,nt,92
NALP1 yeast inh,6,14,8,nt,-7
GPR7 antagonist,-11,-9,-1,nt,1

Part of the list above with just NALP1 yeast inh, OXTR ag and GPR7 antagonist:
cpd	mol	NALP1 yeast inh	OXTR ag	GPR7 antagonist
6	Cc1cc(OCCNCCO)cc(C)c1Cl	11	5.6	-9
7	Cc1ccc(S(=O)(=O)NCc2c(-c3ccccc3)noc2C)cc1	27	-1.5	7
8	CCN=C1SC(CC(=O)NC(C)C)C(=O)N1CC (configuration not stated)	-9	-0.8	-5
9	Cc1sc2ncnc(N)c2c1C	26	1.3	-3
10	Cc1ccccc1CC(=O)Nc1sc(C(C)C)cc1C(=O)N1CCOCC1	2	-1.3	-12
